PKM2 act: activators of human pyruvate kinase M2; hit rate 0.34% among 260,000; purified PKM2, Kinase-Glo ATP luminescence, activation; response scale: 0% is enzyme alone, no compound; Potency, µM (doses to about 57.5 µM), without a hit: top-dose activation, hits mostly activators; AID 1631; also: potency is read from the fitted curve at half-maximal effect; % is scaled to controls: 0 for no effect and ±100 for the full control effect; nearly all actives have a fitted effect of over 55% in size
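Purified hPK-M2 (>95%) run at intermediate activity with 0.1 mM ADP and 0.5 mM PEP in 50 mM imidazole pH 7.2, KCl, MgCl2; 1 h room temperature. ATP formed read by Kinase-Glo luminescence; normalized to uninhibited and no-enzyme controls.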
B2AR arrestin: agonists driving beta-arrestin recruitment to human beta2-adrenergic receptor; beta-arrestin recruitment to beta2AR, cell-based reporter; Potency, µM (highest dose often 46.1 µM), without a hit: at the top dose activation, most hits filed as activators; hit rate 0.02% among 330,000; P07550; AID 492947;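 also: potency is read from the fitted curve at half-maximal effect; 0% = DMSO controls and full agonism = EC100 isoproterenol or metaproterenol; nearly all actives have a fitted effect of over 65% in size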
Target sequence (P07550 whole entry, looked up): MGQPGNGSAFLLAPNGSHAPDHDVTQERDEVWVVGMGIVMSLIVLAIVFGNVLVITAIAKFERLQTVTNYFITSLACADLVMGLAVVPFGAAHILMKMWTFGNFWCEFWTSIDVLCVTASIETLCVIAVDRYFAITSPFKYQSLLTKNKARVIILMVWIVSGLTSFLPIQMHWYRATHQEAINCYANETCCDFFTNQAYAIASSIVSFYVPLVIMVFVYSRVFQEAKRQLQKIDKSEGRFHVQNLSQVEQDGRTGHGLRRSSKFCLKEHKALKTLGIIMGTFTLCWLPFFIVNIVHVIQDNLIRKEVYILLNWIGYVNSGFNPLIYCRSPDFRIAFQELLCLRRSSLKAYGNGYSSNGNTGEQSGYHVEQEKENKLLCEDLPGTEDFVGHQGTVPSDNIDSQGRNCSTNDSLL
USP2a inh: blocks human ubiquitin-specific protease USP2a; AID 463254; USP2 core, Ub-CHOP2 coupled fluorogenic reporter, 485/531; hit rate 0.01% among 330,000; Potency, µM (titrated, usually from 38.3 µM), for the others: at the top dose activity change, negative = inhibition, usual class: inhibitors;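 also: potency is read from the fitted curve at half-maximal effect; plate controls were DMSO wells for no effect and full inhibition by NEM control for full effect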
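Deubiquitinase activity read as fluorescence (485/531 nm) after Ub-CHOP2 cleavage activates the enterokinase reporter on its substrate; USP2 core 10nM, Ub-CHOP2 and substrate 25nM each, 30min compound preincubation then 60min RT; data normalized to NEM, curves fitted.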
MLL CXXC-DNA inh: inhibitors of human MLL CXXC domain-DNA interaction | Q03164 | MLL-CXXC / FITC-HOXA9 DNA fluorescence polarization | Potency, µM (series often up to 115 µM), inactives show top-dose activity change, negative = inhibition, most hits filed as inhibitors | hit rate 0.037% among 290,000; active = well fitted inhibition curve with a large enough effect in the polarisation, with a control signal flat, not every such curve was filed as active; inconclusive = small, poorly fitted or top-dose-only effect, or effect the other way, or a change in a side signal; inactive = no such curve, though single readings can be large or run the other way; the % refers to the polarisation; also: potency is read from the fitted curve at half-maximal effect
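Steps: dispense CXXC domain solution (7 uM) → pin compounds or unlabeled HOX-A9 DNA control → 5 min ambient → add FLSN-HOX-A9 solution (50 nM) → spin → 30 min ambient → fluorescence polarization. Tris pH 7.5/NaCl/DTT/BSA buffer.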
TRPV1 agonist: activates the human vanilloid receptor TRPV1; activation, % at 8.33 µM; AID 540275; Q8NER1; hit rate 0.19% among 320,000; TRPV1-expressing cells, Fluo-8 calcium influx, agonist mode; in the data active = activation above about 80%; inconclusive = between about 30% and that limit; also: 0% is about no effect
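TRPV1-expressing cells were cultured overnight at 35.5C and loaded with Fluo-8 calcium dye for 40 to 90 min at room temperature. After a 10 s baseline, compound was added and calcium influx was read kinetically for 3 min (ex 480/em 520 nm).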
Coupling enz: inhibits coupling enzyme system, counter-screen for aldolase hits; activity change, negative = inhibition, % at 58.2 µM, hits read low; AID 2472; hit rate 0.67% among 290,000; coupling enzyme system counterscreen, AmpLite Red fluorescence; in the data active = activity change below about -30%; also: % is scaled to controls: 0 for no effect and ±100 for the full control effect
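First, compound is pin-transferred into glyceraldehyde-3-phosphate coupling-enzyme reagent at 57.5 uM final and held 10 min at RT. Next, substrate, coupling system and AmpLite Red are added. After 20 min RT, fluorescence (525/598 nm) is read.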
Giardia killer: kills Giardia lamblia. Giardia lamblia trophozoite viability. activity change, % at 7.66 µM, hits read low. hit rate 0.15% among 340,000; in the data active = activity change below about -80%; inconclusive = between about -30% and that limit;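 also: parasites exposed to compound for two days anaerobically before the ATP read; % is scaled to controls: 0 for no effect and ±100 for the full control effect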
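Compounds were tested on trophozoites seeded at 100 cells/well and held 48 hrs at 37 deg C anaerobically. An ATP-based luminescent kit measured the remaining live cells.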
Menin MLL FP TR: menin-MLL binding inhibition, Texas Red mutant peptide; O00255; Menin + Texas Red MLL mutant peptide, fluorescence polarization; Potency, µM (highest dose often 61.6 µM), without a hit: at the highest dose FP activity change, negative = inhibition, actives largely listed as inhibitors; hit rate 0.23% among 270,000; AID 1768; active = well fitted inhibition curve with a large enough effect in the polarisation, with a control signal flat, not every such curve was filed as active; inconclusive = small, poorly fitted or top-dose-only effect, or effect the other way, or a change in a side signal; inactive = no such curve, though single readings can be large or run the other way; the % refers to the polarisation; also: potency is read from the fitted curve at half-maximal effect; % of control where 0% means no effect; many of its hits are not listed in these tables
GALK inh: blocks human galactokinase activity; Purified GALK, Kinase-Glo residual ATP luminescence; Potency, µM (highest dose often 57.5 µM), without a hit: at the highest dose activity change, negative = inhibition, usual class: inhibitors; hit rate 0.007% among 270,000; also: potency is read from the fitted curve at half-maximal effect; % is scaled to controls: 0 for no effect and ±100 for the full control effect
Target sequence (P51570 whole entry, looked up): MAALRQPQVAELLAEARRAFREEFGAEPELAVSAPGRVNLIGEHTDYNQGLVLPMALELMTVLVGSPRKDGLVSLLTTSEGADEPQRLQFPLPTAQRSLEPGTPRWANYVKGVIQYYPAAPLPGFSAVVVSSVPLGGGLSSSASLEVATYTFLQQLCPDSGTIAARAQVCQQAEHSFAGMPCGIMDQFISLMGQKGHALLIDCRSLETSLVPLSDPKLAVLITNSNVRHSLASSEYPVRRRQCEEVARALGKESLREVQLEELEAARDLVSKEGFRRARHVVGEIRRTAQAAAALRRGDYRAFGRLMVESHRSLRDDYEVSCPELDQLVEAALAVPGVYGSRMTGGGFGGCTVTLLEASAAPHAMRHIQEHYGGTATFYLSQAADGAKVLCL
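Luminescence from leftover ATP (Ultra-Glo luciferase/luciferin) served as read-out after a 1 h room-temperature reaction of 5 nM GALK with 35 uM ATP and 100 uM galactose.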
KCNH2 3.1 inh: blocks the human KCNH2 3.1 channel isoform | hit rate 0.95% among 340,000 | AID 720553 | U2OS KCNH2 3.1, thallium flux FluxOr; stronger effect = lower value | activity change, % (tested at about 1.8 µM);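 active = maximum activity change below -70%; inconclusive = maximum activity change from -70% to -50%; inactive = maximum activity change above -50%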;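 also: thallium influx rate constant from kinetic fluorescence after stimulation buffer; % is scaled to controls: 0 for no effect and ±100 for the full control effect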
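Channel expression came from 3.1 mutant virus (1.77 x 10^8 /mL) applied to suspended U2OS cells for 4 h. Flux was tracked with FluxOr dye plus Red40 quencher, and kinetic rate constants normalized to controls.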
KCNH2 WT inh: KCNH2 (human, wildtype) channel inhibition; Q12809; U2OS, BacMam KCNH2, thallium flux FluxOr; stronger effect = lower value; activity change, % at 1.84 µM; hit rate 0.37% among 340,000; AID 720551;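 active = maximum activity change below -70%; inconclusive = maximum activity change between -70% and -50%; inactive = maximum activity change above -50%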; also: % is scaled to controls: 0 for no effect and ±100 for the full control effect
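U2OS cells were transduced with wild-type KCNH2 virus (2.03 x 10^8 / mL) for 4 h at room temperature, then cultured overnight at 37 C. Thallium flux was read with FluxOr dye. Rate constants were normalized to DMSO controls.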
Active calls of the source: *; [ ] = another dose, or the depositor's remark. Unless noted, calls follow the shape of the dose curve; as a rule, active = well fitted curve in the direction sought with a large enough effect; inconclusive = small, poorly fitted or top-dose-only effect, or another doubt; inactive = no such curve, though single readings can be large; an effect the other way counts as inactive or inconclusive. These rows are one share of the data; the hit share may differ from the screen's.

For Cc1ccc(OCC(O)Cn2c3ccccc3c3ccccc32)cc1 (stereo unspecified) the results were PKM2 act 0%, B2AR arrestin 0.1%, USP2a inh 0%, MLL CXXC-DNA inh 6%, TRPV1 agonist -1, Coupling enz 0, Giardia killer 4, Menin MLL FP TR 69%[activator], GALK inh -3%, KCNH2 3.1 inh 7 and KCNH2 WT inh -1.
For CC1CCCC/C1=N\NC(=S)Nc1ccccc1 (stereo unspecified) the results were PKM2 act 0%, B2AR arrestin 0.1%, USP2a inh 1%, MLL CXXC-DNA inh 1%, TRPV1 agonist 0, Coupling enz -1, Giardia killer -20, Menin MLL FP TR -1%, GALK inh -1%, KCNH2 3.1 inh 19 and KCNH2 WT inh -1.
Screening COc1ccc(C2OC[C@H]3O[C@H](O)[C@H](NC(C)=O)[C@@H](O)[C@@H]3O2)cc1 (stereo partly specified) returned PKM2 act -4%, B2AR arrestin 0.4%, USP2a inh 6%, MLL CXXC-DNA inh inconclusive, TRPV1 agonist 1, Coupling enz -1, Giardia killer -7, Menin MLL FP TR -12%, GALK inh 6%, KCNH2 3.1 inh inconclusive and KCNH2 WT inh 11.
Screening O=C(Nc1cccc2ncccc12)c1ccc2c(c1)OCCO2 returned PKM2 act -12%, B2AR arrestin 0.4%, USP2a inh -1%, MLL CXXC-DNA inh 1%, TRPV1 agonist 6, Coupling enz 0, Giardia killer -20, Menin MLL FP TR -5%, GALK inh -1%, KCNH2 3.1 inh 13 and KCNH2 WT inh -15.
For CNc1ccncc1S(=O)(=O)NC the results were PKM2 act -5%, B2AR arrestin -0.9%, USP2a inh 3%, MLL CXXC-DNA inh 13%, TRPV1 agonist 2, Coupling enz -1, Giardia killer -14, Menin MLL FP TR 1%, GALK inh 2%, KCNH2 3.1 inh 1 and KCNH2 WT inh 8.
Screening Cc1noc(C)c1COC(=O)c1ccc(S(=O)(=O)NCc2ccco2)cc1 returned PKM2 act inconclusive, B2AR arrestin -0.4%, USP2a inh 1%, MLL CXXC-DNA inh -16%, TRPV1 agonist -2, Coupling enz 5, Giardia killer -6, Menin MLL FP TR 1%, GALK inh 1%, KCNH2 3.1 inh -39 and KCNH2 WT inh 3.
Screening Cc1cc(C)nc(Nc2ccccc2Cl)n1 returned PKM2 act -4%, B2AR arrestin -0.9%, USP2a inh -1%, MLL CXXC-DNA inh -3%, TRPV1 agonist 10, Coupling enz -1, Giardia killer -1, Menin MLL FP TR 0%, GALK inh -1%, KCNH2 3.1 inh -1 and KCNH2 WT inh 0.
For CCOc1ccc(NC(=O)CN(C)C(=O)c2sc3ccccc3c2Cl)cc1OCC the results were B2AR arrestin 0.4%, USP2a inh -1%, TRPV1 agonist 0, Giardia killer 2, KCNH2 3.1 inh -6 and KCNH2 WT inh -5.
COCC(COS(N)(=O)=O)Cc1ccccc1 (stereo unspecified) was read as PKM2 act 1%, B2AR arrestin -0.9%, USP2a inh 0%, MLL CXXC-DNA inh 9%, TRPV1 agonist -1, Coupling enz 1, Giardia killer 7, Menin MLL FP TR -4%, KCNH2 3.1 inh -6 and KCNH2 WT inh -4.
COc1ccc(O)c(CN2CCC(n3nccc3NC(=O)CCOc3ccccc3)CC2)c1 was read as PKM2 act -4%, B2AR arrestin 0.2%, USP2a inh 0%, MLL CXXC-DNA inh 11%, TRPV1 agonist 2, Giardia killer 31[activator], GALK inh 7%, KCNH2 3.1 inh -27 and KCNH2 WT inh 27.
O=C(NCc1cccc(C(F)(F)F)c1)c1cccc(S(=O)(=O)N2CCN(Cc3ccccc3)CC2)c1 was read as PKM2 act 19%, B2AR arrestin 0.0%, USP2a inh -6%, MLL CXXC-DNA inh -1%, TRPV1 agonist -1, Giardia killer 11, GALK inh 0%, KCNH2 3.1 inh -23 and KCNH2 WT inh 7.
Screening CCOC(=O)c1cc(-c2ccccc2)sc1NC(=O)COC(=O)c1cccc(S(N)(=O)=O)c1 returned PKM2 act 1%, B2AR arrestin -0.1%, USP2a inh 0%, MLL CXXC-DNA inh -21%, TRPV1 agonist 2, Coupling enz -2, Giardia killer 2, Menin MLL FP TR -1%, GALK inh 0%, KCNH2 3.1 inh -17 and KCNH2 WT inh -6.
`COC(=O)c1ccccc1NC(=O)CN(C)S(=O)(=O)c1cc(C)ccc1OC` gave PKM2 act -15%, B2AR arrestin -1.0%, USP2a inh -1%, MLL CXXC-DNA inh -4%, TRPV1 agonist 3, Coupling enz -2, Giardia killer -13, Menin MLL FP TR 5%, GALK inh 0%, KCNH2 3.1 inh -3 and KCNH2 WT inh 8.
For Cc1noc(C)c1C(=O)N1CCOCC1 the results were PKM2 act 7%, B2AR arrestin -0.2%, USP2a inh 0%, MLL CXXC-DNA inh 7%, TRPV1 agonist -1, Coupling enz 1, Giardia killer -5, Menin MLL FP TR -5%, GALK inh 0%, KCNH2 3.1 inh 6 and KCNH2 WT inh 5.
`COC(=O)/C=C/c1cccc([C@H]2[C@@H]3C=CC[C@@H](C)[C@@H]3C(=O)N2Cc2ccccc2)c1` gave B2AR arrestin -0.5%, USP2a inh 4%, Coupling enz 1, Giardia killer 15, Menin MLL FP TR 5%, KCNH2 3.1 inh -12 and KCNH2 WT inh 0.
CCOc1ccc(C(=O)NCCC2=CCCCC2)cc1OCC was read as PKM2 act 0%, B2AR arrestin -0.1%, USP2a inh 1%, MLL CXXC-DNA inh 37%[activator], TRPV1 agonist -2, Coupling enz 6, Giardia killer -14, Menin MLL FP TR -7%, GALK inh 6%, KCNH2 3.1 inh 9 and KCNH2 WT inh 3.
For Cc1c(N(C)C(=O)C2CCCN2S(=O)(=O)c2ccccc2)c(=O)n(-c2ccccc2)n1C (stereo unspecified) the results were PKM2 act 5%, B2AR arrestin 0.3%, USP2a inh 4%, MLL CXXC-DNA inh -3%, TRPV1 agonist -3, Coupling enz 1, Giardia killer 11, Menin MLL FP TR -8%, GALK inh 0%, KCNH2 3.1 inh -18 and KCNH2 WT inh 2.
For Cc1ccc2cccc(OCC(=O)N3CCc4ccccc43)c2n1 the results were PKM2 act 0%, B2AR arrestin 0.1%, USP2a inh 0%, MLL CXXC-DNA inh 2%, TRPV1 agonist 1, Coupling enz 2, Giardia killer 9, Menin MLL FP TR -3%, GALK inh -2%, KCNH2 3.1 inh -3 and KCNH2 WT inh 1.
Screening CC(NC1CCCC1)C(=O)Nc1ccccc1-c1ccccc1 (stereo unspecified) returned PKM2 act -6%, B2AR arrestin 0.3%, USP2a inh 1%, MLL CXXC-DNA inh 2%, TRPV1 agonist -2, Coupling enz 2, Giardia killer 2, Menin MLL FP TR -3%, GALK inh -4%, KCNH2 3.1 inh -10 and KCNH2 WT inh -5.
`CCCCn1c(SCC(=O)N(CC)C2CCS(=O)(=O)C2)nnc1C(CC)N(C)C` (stereo unspecified) gave PKM2 act 5%, B2AR arrestin -0.4%, USP2a inh 3%, MLL CXXC-DNA inh 1%, TRPV1 agonist -2, Coupling enz 2, Giardia killer 1, Menin MLL FP TR 4%, GALK inh 0%, KCNH2 3.1 inh 18 and KCNH2 WT inh -10.
Screening CCc1nc(SCC(=O)Nc2cc(OC)ccc2OC)c2c(C)c(C)sc2n1 returned B2AR arrestin -0.3%, USP2a inh 1%, MLL CXXC-DNA inh 3%, TRPV1 agonist 13, Coupling enz 0, Giardia killer 1, GALK inh 0%, KCNH2 3.1 inh 11 and KCNH2 WT inh 16.
`CCc1nc(NCCN)c(C#N)c2c1CSC(C)(C)C2` gave PKM2 act -12%, B2AR arrestin 0.1%, USP2a inh -5%, MLL CXXC-DNA inh -5%, TRPV1 agonist -1, Coupling enz 1, Giardia killer -2, Menin MLL FP TR -13%, GALK inh 0%, KCNH2 3.1 inh -1 and KCNH2 WT inh 2.
For Cc1ccc(Nc2nc3ccccc3[nH]2)nc1 the results were PKM2 act 3%, B2AR arrestin -0.2%, USP2a inh 0%, MLL CXXC-DNA inh 16%, TRPV1 agonist -1, Coupling enz -1, Giardia killer 2, Menin MLL FP TR 9%, GALK inh -4%, KCNH2 3.1 inh -4 and KCNH2 WT inh 33.
COc1ccc(N2CCN(c3ncnc4scc(-c5ccccc5)c34)CC2)cc1 was read as B2AR arrestin -0.2%, USP2a inh 2%, MLL CXXC-DNA inh 3%, TRPV1 agonist 0, Coupling enz -1, Giardia killer -14, Menin MLL FP TR -23%, GALK inh 3%, KCNH2 3.1 inh -23 and KCNH2 WT inh 4.
`O=C(c1ccccc1)N1CCN(c2ncnc3c(-c4ccccc4)nsc23)CC1` gave PKM2 act 1%, B2AR arrestin 0.4%, USP2a inh -1%, MLL CXXC-DNA inh -4%, TRPV1 agonist -3, Coupling enz -2, Giardia killer -15, Menin MLL FP TR -21%, GALK inh 0%, KCNH2 3.1 inh 0 and KCNH2 WT inh -4.
